# MBNL1 CUG block: inhibitors of human MBNL1 binding to CUG repeat RNA; Potency, µM (series often up to 57.5 µM), for the others: at the highest dose activity change, negative = inhibition, actives largely listed as inhibitors; TR-FRET MBNL1-His/biotin-(CUG)12 binding, 665/545 ratio; Q9NR56; hit rate 0.036% among 280,000; AID 2675; active means well fitted inhibition curve with a large enough effect in the signal ratio, with a control signal flat, not every such curve was filed as active; inconclusive means small, poorly fitted or top-dose-only effect, or effect the other way, or a change in a side signal; inactive means no such curve, though single readings can be large or run the other way; the % refers to the signal ratio; further: potency means the concentration at half of the fitted maximal effect; on the % scale 0 is the no-effect control and ±100 the full control effect
#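 Ratiometric TR-FRET (665 over 545 nm, excitation 340 nm) tracks disruption of MBNL1-His/biotin-(CUG)12 complex after 60 min at room temperature, with compounds at 92 nM to 58 uM final.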
# Mito fusion act: inhibitors of mitochondrial division or activators of mitochondrial fusion; S. cerevisiae fusion-defective mutant growth rescue, CellTiterGlo 48 h; Potency, µM (titrated, usually from 46.1 µM), without a hit: top-dose growth rescue (activation), hits mostly activators; hit rate 0.23% among 320,000; AID 485298;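 further: potency means the concentration at half of the fitted maximal effect; % of control where 0% means no effect; nearly all actives have a fitted effect of over 45% in size; temperature-sensitive fusion mutants such as fzo1-1 at 37 °C on non-fermentable ethanol glycerol medium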
#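 Yeast fusion mutant, YPEG (non-fermentable carbon), compound, 48 h at 37C non-permissive; CellTiterGlo added, 10 min RT, luminescence read. Rescued growth = division inhibition.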
# Menin MLL FP TR: displaces Texas Red mutant MLL peptide from human menin; O00255; Menin + Texas Red MLL mutant peptide, fluorescence polarization; Potency, µM (titrated, usually from 61.6 µM), for the others: top-dose FP activity change, negative = inhibition, usual class: inhibitors; hit rate 0.23% among 270,000; AID 1768; active means well fitted inhibition curve with a large enough effect in the polarisation, with a control signal flat, not every such curve was filed as active; inconclusive means small, poorly fitted or top-dose-only effect, or effect the other way, or a change in a side signal; inactive means no such curve, though single readings can be large or run the other way; the % refers to the polarisation; further: potency means the concentration at half of the fitted maximal effect; % of control where 0% means no effect; many of its hits are not listed in these tables
# TSHR antagonist: blocks TSH signaling through the human TSH receptor. hit rate 0.2% among 330,000. activity change, negative = inhibition, % at 11.5 µM. AID 504810. P16473. TSHR-expressing cells, TSH-stimulated cAMP HTRF, 2 h; stronger effect = lower value;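 active means activity change below a set negative limit, meaning inhibition stronger than a set level, cut at about -70% in these data; inconclusive means activity change between two set negative limits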; further: on the % scale 0 is the no-effect control and ±100 the full control effect
#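 Antagonism was scored as loss of TSH-driven cAMP in TSHR cells, stimulated with 4nM TSH (EC80) for 2 hours at 37 deg C and detected by homogeneous HTRF competition immunoassay.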
# Eya2 inh: inhibitors of human Eya2 phosphatase activity | recombinant Eya2, OMFP fluorescence dephosphorylation (OMFP is methylfluorescein phosphate) | Potency, µM (highest dose often 76.9 µM), without a hit: at the top dose activity, negative = inhibition, usual class: inhibitors | hit rate 0.006% among 330,000; further: potency means the concentration at half of the fitted maximal effect; on the % scale 0 is the no-effect control and ±100 the full control effect
#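 Eya2 (0.2 uM) preincubated 10 min at ambient with compound, then OMFP substrate added at 50 uM; 10 min reaction in 50 mM HEPES pH 7.5, 50 mM NaCl, 5 uM MgCl2, 0.05% BSA, 1 mM DTT. Fluorescence read at Ex 485/Em 525 nm.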
# BCR signal inh: blocks chronic active B-cell receptor signaling | ABC-DLBCL IkBa-CBG/CBR reporter, luminescence ratio, 4 h | Potency, µM (titrated, usually from 46.1 µM), for the others: at the highest dose ratio change, negative = lower green/red ratio, most hits filed as inhibitors | hit rate 0.05% among 340,000; active means well fitted inhibition curve with a large enough effect in the signal ratio, with a control signal flat, not every such curve was filed as active; inconclusive means small, poorly fitted or top-dose-only effect, or effect the other way, or a change in a side signal; the % refers to the signal ratio;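 further: potency means the concentration at half of the fitted maximal effect; plate controls were basal doxycycline-induced cells for no effect and cells given 10 µM MG132 for full effect; MG132 reads +100%, hits lower the ratio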
#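 Concentration-response series (up to 46 uM) were applied to TMD8 dual-reporter cells for 4 h at 37C with doxycycline. Green/red ratio, after filter-overlap correction, defined %Activity; red signal alone was normalised to basal cells and zero luminescence.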
# KCNH2 WT inh: blocks the wildtype human KCNH2 potassium channel | hit rate 0.37% among 340,000 | U2OS, BacMam KCNH2, thallium flux FluxOr; stronger effect = lower value | AID 720551 | activity change, % at 1.84 µM | Q12809;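 active means maximum activity change below -70%; inconclusive means maximum activity change between -70% and -50%; inactive means maximum activity change above -50%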; further: on the % scale 0 is the no-effect control and ±100 the full control effect
#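 U2OS cells were transduced with wild-type KCNH2 virus (2.03 x 10^8 / mL) for 4 h at room temperature, then cultured overnight at 37 C. Thallium flux was read with FluxOr dye. Rate constants were normalized to DMSO controls.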
# ASM inhibitor: blocks human secretory acid sphingomyelinase; P17405; placental ASM, HMU-PC fluorogenic substrate, 60 min; Potency, µM (titrated, usually from 57.5 µM), for the others: at the top dose activity change, negative = inhibition, hits mostly inhibitors; hit rate 0.006% among 340,000; further: potency means the concentration at half of the fitted maximal effect
# Target sequence (P17405 47-631 limits assumed): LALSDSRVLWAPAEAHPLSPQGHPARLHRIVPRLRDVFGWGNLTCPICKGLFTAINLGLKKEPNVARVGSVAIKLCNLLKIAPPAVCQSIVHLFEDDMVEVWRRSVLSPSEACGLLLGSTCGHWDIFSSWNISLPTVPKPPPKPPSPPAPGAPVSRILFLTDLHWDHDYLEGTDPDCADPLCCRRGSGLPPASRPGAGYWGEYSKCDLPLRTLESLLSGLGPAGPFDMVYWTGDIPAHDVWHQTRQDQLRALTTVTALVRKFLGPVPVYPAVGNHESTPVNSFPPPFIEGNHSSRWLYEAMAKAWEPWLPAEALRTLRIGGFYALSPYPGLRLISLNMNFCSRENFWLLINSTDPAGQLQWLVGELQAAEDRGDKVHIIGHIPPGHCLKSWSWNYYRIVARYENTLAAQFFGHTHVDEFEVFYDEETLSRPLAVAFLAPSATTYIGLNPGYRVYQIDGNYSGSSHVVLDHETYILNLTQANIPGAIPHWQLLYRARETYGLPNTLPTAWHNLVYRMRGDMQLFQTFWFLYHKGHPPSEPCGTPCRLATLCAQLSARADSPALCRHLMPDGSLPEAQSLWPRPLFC
#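 qHTS format. ASM enzyme prepared from human placenta hydrolyses the fluorogenic substrate HMU-PC0 (9 uM final) over 60 min at 37 °C after a 10 min compound preincubation.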
# PKM2 act: increases activity of human pyruvate kinase M2 | hit rate 0.34% among 260,000 | Potency, µM (series often up to 57.5 µM), inactives show at the top dose activation, hits mostly activators | P14618 | AID 1631 | purified PKM2, Kinase-Glo ATP luminescence, activation; response scale: 0% is enzyme alone, no compound; further: potency means the concentration at half of the fitted maximal effect; on the % scale 0 is the no-effect control and ±100 the full control effect; nearly all actives have a fitted effect of over 55% in size
# Target sequence (P14618 whole entry, looked up): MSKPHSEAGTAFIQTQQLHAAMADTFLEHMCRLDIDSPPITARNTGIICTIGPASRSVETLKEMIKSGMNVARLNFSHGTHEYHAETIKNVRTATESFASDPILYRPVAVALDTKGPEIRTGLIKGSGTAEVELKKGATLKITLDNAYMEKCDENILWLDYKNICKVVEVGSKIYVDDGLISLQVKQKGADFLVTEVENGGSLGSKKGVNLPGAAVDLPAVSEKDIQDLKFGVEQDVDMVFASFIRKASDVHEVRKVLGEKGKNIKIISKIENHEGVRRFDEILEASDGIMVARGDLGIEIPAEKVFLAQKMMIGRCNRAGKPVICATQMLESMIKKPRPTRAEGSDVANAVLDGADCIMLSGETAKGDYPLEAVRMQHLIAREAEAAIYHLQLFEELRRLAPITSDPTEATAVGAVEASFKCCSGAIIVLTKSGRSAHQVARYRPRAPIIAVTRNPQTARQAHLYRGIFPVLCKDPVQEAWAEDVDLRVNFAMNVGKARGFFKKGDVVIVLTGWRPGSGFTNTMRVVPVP
#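 Kinase-Glo luminescence reports ATP generated from ADP (0.1 mM) and PEP (0.5 mM) by purified hPK-M2 after 1 h at room temperature, pH 7.2 imidazole buffer; intermediate enzyme activity allows detecting inhibitors and activators.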
# GALK inh: galactokinase (human) inhibition; Purified GALK, Kinase-Glo residual ATP luminescence; Potency, µM (series often up to 57.5 µM), for the others: at the top dose activity change, negative = inhibition, hits mostly inhibitors; hit rate 0.007% among 270,000; AID 1868; further: potency means the concentration at half of the fitted maximal effect; on the % scale 0 is the no-effect control and ±100 the full control effect
#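 Kinase-Glo Plus luminescence measured ATP left after a 1 h room-temperature reaction. The reaction used 5 nM GALK, 100 uM galactose and 35 uM ATP at pH 8.0 (20 mM HEPES, 5 mM MgCl2, 60 mM NaCl, 1 mM DTT, 0.01% BSA).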
# USP2a block: USP2a (human) protease inhibition; O75604; USP2 core, Ub-CHOP2 coupled fluorogenic reporter, 485/531; Potency, µM (doses to about 38.3 µM), inactives show at the top dose activity change, negative = inhibition, actives largely listed as inhibitors; hit rate 0.01% among 330,000;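 further: potency means the concentration at half of the fitted maximal effect; plate controls were DMSO wells for no effect and full inhibition by NEM control for full effect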
#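 Deubiquitinase activity read as fluorescence (485/531 nm) after Ub-CHOP2 cleavage activates the enterokinase reporter on its substrate; USP2 core 10nM, Ub-CHOP2 and substrate 25nM each, 30min compound preincubation then 60min RT; data normalized to NEM, curves fitted.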
# Numbers without * were called inactive; i = inactive; ? = inconclusive; nt = not tested or not shown; [ ] = another dose, or the depositor's remark. Unless noted, the call rests on the fitted dose curve; in most records, active means well fitted curve in the direction sought with a large enough effect; inconclusive means small, poorly fitted or top-dose-only effect, or another doubt; inactive means no such curve, though single readings can be large; an effect the other way counts as inactive or inconclusive.
SMILES,MBNL1 CUG block,Mito fusion act,Menin MLL FP TR,TSHR antagonist,Eya2 inh,BCR signal inh,KCNH2 WT inh,ASM inhibitor,PKM2 act,GALK inh,USP2a block
CCOc1ccc2[nH]c(=O)c(CN(CCO)C(=O)c3ccc(F)cc3)cc2c1,-9%,-5%,-17%,-6,1%,-2%,-5,51%[activator],1%,2%,1%
C/C(=N\N(Cc1ccccc1)c1ccccc1)c1ccncc1,0%,1%,-17%,16,-3%,-2%,21,-7%,10%,13%,1%
CC(C)(C)NC(=O)C(c1ccncc1)N(Cc1ccc(F)cc1)C(=O)c1ccc(-c2ccccc2)[nH]1 (stereo not drawn),-6%,2%,?,11,-9%,?,-8,-16%,28µM*,-1%,-23%
Cc1nn(-c2ccccc2)c(Cl)c1/C=N/NC(=O)c1ccn[nH]1,-5%,-3%,nt,-10,6%,?,-6,2%,nt,0%,1%
NC(=O)CSc1nnc(-c2ccc(S(=O)(=O)N3CCCCC3)cc2)n1-c1ccccc1,?,-4%,2%,-4,18%,12%,-1,0%,8%,-1%,1%
O=C(Cc1c(F)cccc1Cl)Nc1cccc(S(=O)(=O)NC2=NCCCCC2)c1,nt,0%,nt,8,8%,9%,2,nt,nt,nt,1%
CCNc1nc(NC(C)(C)C)nc(SCC(N)=O)n1,-7%,0%,-9%,-2,-4%,5%,-3,4%,4%,0%,3%
CSCCC(N=C(NS(=O)(=O)c1ccc(Br)cc1)c1ccccc1)C(=O)O (stereo not drawn),-1%,0%,1%,-6,-22%,0%,0,3%,-1%,-1%,0%
COc1ccc(S(=O)(=O)N(C)CC(=O)N2CCCCCC2)cc1,-1%,6%,-8%,-8,-3%,0%,-18,7%,18%,5%,-2%
COc1ccccc1OCC(=O)Nc1nc(C)c(C)s1,2%,-10%,-4%,9,-16%,?,18,3%,0%,1%,-3%
CCOC(=O)CCCCC(=O)c1[nH]c(=O)[nH]c1CSc1nc(C)cc(=O)[nH]1,1.8µM*,-1%,22%,-11,-17%,?,-3,1%,5%,-1%,0%
COc1ccc(NC(=O)c2cc(C)no2)cc1,-11%,-3%,-13%,20,2%,7%,3,1%,nt,-1%,-2%
COC(=O)C(C)Sc1nnc2n(-c3cccc(C)c3)c(=O)c3c4c(sc3n12)CCCC4 (stereo not drawn),-5%,7%,-16%,-6,-2%,10%,14,-12%,-7%,-1%,0%
CC(C(=O)Nc1sc2c(c1C#N)CCCCC2)N1C(=O)c2ccccc2C1=O (stereo not drawn),-13%,5%,3%,4,-7%,3%,2,-15%,-17%,1%,-3%
COc1ccccc1NC(=O)COC(=O)c1ccc(S(=O)(=O)N2CCCCCC2)cc1,nt,nt,nt,-9,-22%,-5%,-3,2%,nt,nt,0%
COc1ccc2nc(N3CCN(C(=O)c4ccc([N+](=O)[O-])o4)CC3)sc2c1,nt,?,nt,-11,21%,2%,10,-19%,nt,nt,1%
COc1cc(OC)cc(-c2cc3ncccc3cn2)c1,nt,8%,nt,-13,-11%,?,nt,0%,nt,nt,-1%
COc1ccc(S(=O)(=O)N2CCC(C(=O)NC3CCCCC3)CC2)cc1OC,nt,0%,nt,-6,7%,?,-1,nt,nt,nt,-1%
Fc1cccc(/C=N/Nc2nc3ccccc3[nH]2)c1,5%,-2%,?,-13,-11%,0%,-2,0%,1%,10%,3%
CCCc1cc(C(=O)Nc2ccc(C(=O)c3ccc(F)cc3)cc2)n(C)n1,3%,-2%,13%,-36,-2%,-4%,1,-2%,-1%,-2%,2%
O=C(CCN1C(=O)/C(=C\c2ccccc2F)SC1=S)N1CCCCC1,3%,-3%,-24%,-4,-6%,1%,3,-11%,-10%,3%,1%
CC1=CC2=NC(=O)CC(C)(C(=O)N(CC(=O)NC3CCCC3)c3ccccc3C)N2C=C1 (stereo not drawn),11%,1%,nt,2,5%,1%,4,6%,-4%,-1%,-10%
N#Cc1ccccc1Sc1ccccc1C(=O)NCC(c1ccco1)N1CCCC1 (stereo not drawn),nt,-3%,nt,nt,-24%,0%,2,3%,nt,nt,-2%
CC(=O)N(Cc1ccco1)c1nc(C(=O)Nc2ccc(Cl)cc2)c(C)s1,99%[activator],5%,?,10,-6%,19%,-1,-10%,-5%,-3%,-1%
CC(=C/C(=O)O)/C=C/c1cccs1,10%,5%,13%,-13,21%,15%,-11,3%,-7%,-1%,3%
# Additional records.
SMILES,MBNL1 CUG block,Mito fusion act,Menin MLL FP TR,TSHR antagonist,Eya2 inh,BCR signal inh,KCNH2 WT inh,ASM inhibitor,PKM2 act,GALK inh,USP2a block
Cc1noc(C(=O)Nc2cccc(Cl)c2)c1Cl,-1%,-6%,35%[activator],-1,1%,1%,nt,-2%,nt,nt,2%
C[C@@H](C(=O)Nc1ccccc1N1CCOCC1)N1C(=O)C2CC=CCC2C1=O (stereo partly drawn),1%,1%,2%,-4,4%,4%,2,-1%,-1%,-2%,0%
Cc1ccc(/C=N/NC(=O)CNC(=O)COc2ccccc2)o1,24%,1%,-13%,4,6%,1%,2,2%,13%,2%,2%
CC(=O)c1cc(NC(=O)c2ccc(Cl)cc2)c(=O)oc1/C=C/N(C)C,19%,9%,5%,1,1%,7%,-1,-26%,-2%,1%,3%
Cc1cccc(N(C(=O)Cn2nnc3ccccc32)C(C(=O)NCc2ccco2)c2ccncc2)c1 (stereo not drawn),?,-2%,6%,4,-1%,-2%,-16,0%,6%,0%,1%
CCOc1ccc(S(=O)(=O)NCCC(=O)Nc2cccc(C(=O)OC)c2)cc1,-9%,-5%,-10%,-4,2%,7%,-8,-6%,nt,2%,4%
O=C(O)c1cccc(S(=O)(=O)N2CCCC2)c1,2%,-1%,11%,-5,20%,0%,0,3%,-2%,2%,1%
CCOc1ccc2c(c1)C(C)=CC(C)(C)N2,nt,0%,-9%,-12,4%,-7%,-1,i,nt,nt,0%
CS(=O)(=O)c1ccc(-c2cccc(NC(=O)c3ccco3)c2)nn1,nt,-9%,nt,0,9%,4%,14,-1%,nt,nt,1%
COC(=O)Cc1ccc(OC(=O)CCS(=O)(=O)c2ccc(C)cc2)cc1,nt,-3%,nt,-3,0%,2%,4,3%,nt,nt,2%
COc1cccc2cc(C(=O)NCC3CCCO3)c(=O)oc12 (stereo not drawn),?,0%,3%,7,7%,?,-5,1%,3%,0%,-1%
O=C(O)c1ccc(-c2nc3scc(-c4ccccc4)c3c(=O)[nH]2)cc1,12%,-2%,nt,-9,-28%,?,4,14%,-15%,nt,2%
Cc1cnc(NC(=O)c2ccc3c(c2)C(=O)N(Cc2ccco2)C3=O)s1,?,5%,37%[activator],-9,-6%,?,11,-1%,-6%,-4%,1%
Cc1cc(N2CCN(CC(O)C(F)(F)F)CC2)c2ccccc2n1 (stereo not drawn),3%,-4%,-3%,7,3%,-9%,19,4%,nt,nt,-4%
CCOC(=O)CC1C(=O)NCCN1C(=O)c1cccc(C(F)(F)F)c1 (stereo not drawn),-6%,2%,-13%,-6,-3%,-1%,14,4%,-3%,-1%,2%
COc1ccc(-c2cc(C(F)(F)F)nc(NC3CCCC3)n2)cc1OC,2%,5%,-17%,27,-7%,?,-6,5%,-6%,-2%,-1%
COc1ccc(N2CCN(C(=O)Cn3ncc4c([nH]c5ccccc54)c3=O)CC2)cc1,-4%,12%,13%,-1,-1%,0%,29,-1%,-1%[0.46 µM],-4%,1%
CCN(CC)C(=O)c1ccccc1NS(=O)(=O)c1ccc(OC)c(C(=O)N2CCOCC2)c1,-5%,-5%,3%,3,-2%,4%,-7,0%,nt,-1%,3%
CC(C)(C)C(=O)Nc1cccc(-c2nnc(-c3cccc(NC(=O)C(C)(C)C)c3)o2)c1,?,0%,9%,-5,8%,11%,4,-3%,3%,0%,4%
COc1cccc(/C=N/NC(=O)NC2CCCCC2)c1O,nt,0%,nt,1,-5%,?,3,152%[activator],2%,-4%,-1%
COc1ccc(N(CC(=O)N2CCc3ccccc32)S(=O)(=O)c2c(C)noc2C)cc1,-6%,2%,17%,1,10%,6%,-3,-7%,-1%,-2%,-1%
Cn1nc(C(=O)N2CCCC2)c2ccccc2c1=O,-3%,2%,?,-6,14%,-6%,0,5%,6%,0%,-1%

# The list is partial. The share of hits here may be higher or lower than overall.
